Peg3 promoter – Peg3 promoter-driven luciferase inhibitors, primary screen, cell-based, HeLa, luciferase luminescence. AID 588405, 2011. inhibition, % at 20 µM. HeLa PEG-Prom luciferase reporter, overnight. 360,000 tested, 1.7% active;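 active = inhibition of at least 50% at 20 µM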
CF NFkB block – inhibitors of PAF-induced NF-kB signaling, primary screen, cell-based, GFP fluorescence, uHTS. KKLEB NF-kB-GFP reporter, GFP fluorescence overnight. inhibition, % at 5 µM. 360,000 tested, 0.86% active. AID 588850, 2011;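 active = at least 50% inhibition at 5 µM, scaled per plate between neutral and stimulator controls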;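 note: PAF is a Pseudomonas aeruginosa culture filtrate used as stimulus; plate controls were PAF-stimulated DMSO wells for no effect and unstimulated DMSO wells for full effect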
NR2E3 ag-1 – NR2E3 agonists in two-hybrid cells, primary screen, cell-based, luminescence, CHO-S, Gal4-NCOR/VP16-NR2E3. 360,000 tested, 0.35% active. inhibition of corepressor binding, % at 3.98 µM. Photoreceptor-specific nuclear receptor (Homo sapiens), Q9Y5X4. AID 602229, 2012. luciferase;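 active = inhibition above the mean of all tested compounds plus 3 SD, cut at about 70% in these data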;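 note: 0% = DMSO with NR2E3 transfected cells and 100% = cells lacking NR2E3 construct; higher means lower luciferase signal from less NR2E3 corepressor binding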
Target sequence (Q9Y5X4 whole entry, looked up, the tested form may be a part): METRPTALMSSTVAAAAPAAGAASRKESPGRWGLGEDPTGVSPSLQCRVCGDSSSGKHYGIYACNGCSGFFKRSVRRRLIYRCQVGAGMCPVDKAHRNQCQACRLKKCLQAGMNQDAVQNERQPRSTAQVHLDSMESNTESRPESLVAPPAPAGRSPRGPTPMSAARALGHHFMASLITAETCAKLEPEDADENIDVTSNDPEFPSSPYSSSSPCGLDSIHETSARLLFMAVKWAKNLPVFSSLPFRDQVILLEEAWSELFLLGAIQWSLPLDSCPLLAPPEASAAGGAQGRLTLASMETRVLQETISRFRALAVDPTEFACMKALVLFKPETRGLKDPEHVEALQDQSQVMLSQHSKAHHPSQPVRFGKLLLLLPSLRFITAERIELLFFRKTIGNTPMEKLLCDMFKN
TRPM1 prom inh – inhibitors of MITF-dependent TRPM1 promoter reporter, primary screen, cell-based, SK-MEL-5, single point, luciferase; SK-MEL-5 TRPM1 promoter luciferase, 24 h; inhibition, % at 12.5 µM; 330,000 tested, 0.83% active;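 active = mean inhibition across replicates of 60% or more, whatever share of single replicates reaches that level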; note: values of inactives mirror those of a sister screen read the other way
hiPSC survival – enhancers of single-cell hiPSC survival, primary screen, ATPlite luminescence. 100% = ROCK inhibitor wells, 0% = DMSO. survival enhancement, % at 20 µM. 360,000 tested, 0.044% active. AID 602274, 2012; in the data active = survival enhancement above about 18%;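 note: cells exposed to compounds for 16 hours before the ATP read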
Shn3 3UTR inh – reduction of Shn3 3'UTR firefly luciferase signal, primary screen, Schnurri-3 inhibitor project, cell-based, Clone20 osteoblasts, set 2; Clone20 osteoblast Shn3 3'UTR firefly luciferase, 24 h; inhibition, % at 12.5 µM; AID 588674, 2011; 360,000 tested, 0.52% active;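 active = mean inhibition of at least 75% with every replicate also reaching 75%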;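 note: 0% = median of neutral control wells and 100% = pilot-screen positive control compound; some compounds past the cut are filed as inactive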
aDG glyco act – activators of alpha-DG glycosylation, primary screen, uHTS, Pro5-aDG cells, AlphaScreen; activation, % at 10 µM; 360,000 tested, 0.22% active; alpha-DG glycosylation AlphaScreen (IIH6); 0% Pro5, 100% B10-LARGE cell signal;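 active = activation of at least 8% versus controls, or a plate z-score of at least 8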;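 note: Pro5 are CHO cells carrying HIG-tagged alpha-DG that lacks glycosylation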
HIF-2a block – HIF-2a reporter inhibitors, primary screen, luminescence, 786-0 RCC cells; inhibition, % at 18.8 µM; AID 624352, 2012; 786-0 RCC cells HIF-2a reporter, luciferase luminescence, overnight; 360,000 tested, 0.72% active;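 active = inhibition of the luminescence signal of 40% or more relative to plate controls, in a single-dose primary screen at 18.75 µM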
KKLEB cytotox – cytotoxicity in KKLEB CF airway cells, primary screen, cytotoxicity control for CF NF-kB inhibitor project, cell-based, uHTS, fluorescence assay plates | 360,000 tested, 0.36% active | activity change (cytotoxicity), % at 5 µM | KKLEB CF airway cells viability, ATPlite luminescence, overnight; active compounds read low; cells stimulated with P. aeruginosa culture filtrate;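 active = corrected activity change at or below -50% at 5 µM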
NR2E3 ag-2 – inhibitors of NR2E3-RetCOR corepressor binding, primary screen, NR2E3 agonist project, biochemical, TR-FRET, GST-NR2E3, biotin-RetCOR | 1536-well | Photoreceptor-specific nuclear receptor (Homo sapiens), Q9Y5X4 | inhibition of corepressor binding, % at 4.78 µM | AID 2300, 2010 | 320,000 tested, 0.12% active;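 active = percent inhibition above the cutoff of mean plus 3 SD of all tested compounds, set per screening campaign, cut at about 20% in these data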;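 note: 0% = DMSO wells and 100% = biotin wells as full block of FRET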
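Test system – NR2E3–RetCOR corepressor complex · Quantity – NR2E3 fusion 1.35 nM · Buffer or medium – Tris pH 7.5 · Incubation – Compound–protein incubation for 5 h at 4 °C · Technique – TR-FRET, Eu(K)-anti-GST donor, streptavidin-D2 acceptor, ex 340, em 617/671 nm · Evaluation – percent inhibition of 671/617 nm emission ratio versus biotin and DMSO controls · Plate – 1536-well format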
TWEAK Fn14 block – inhibitors of TWEAK-Fn14 signaling, primary screen, luciferase reporter cells, uHTS | TWEAK-stimulated Fn14 reporter cells, luciferase luminescence, 8 h | inhibition, % at 10 µM | 360,000 tested, 2% active | AID 1159606, 2016; in the data active = inhibition above about 50%
* = called active by the depositor; · = no result given.

SMILES	Peg3 promoter	CF NFkB block	NR2E3 ag-1	TRPM1 prom inh	hiPSC survival	Shn3 3UTR inh	aDG glyco act	HIF-2a block	KKLEB cytotox	NR2E3 ag-2	TWEAK Fn14 block
CC1(C)CC2CC(C)(CN2S(=O)(=O)c2ccc(C(=O)Nc3cccc(S(=O)(=O)N4CCOCC4)c3)cc2)C1 (centres undefined)	17	4	3	16	-3.1	71	2.9	31	11	-1	48
O=C1c2cc(N3CCCC3)c([N+](=O)[O-])cc2C(=O)N1c1ccccc1	8	-8	6	-11	-0.6	-29	0.0	10	7	0	-10
Cc1cc(C([O-])=C(C(=S)Nc2ccc(F)cc2)[n+]2ccccc2)c(C)n1-c1ccc(F)cc1	-50	-2	-33	15	2.0	-12	0.0	-18	1	·	-5
Cc1ccc(-c2cnc3c(c2)C(=O)N([C@H](C)CO)C[C@@H](C)[C@@H](CN(C)C(=O)Cc2ccccc2)O3)cc1	3	-3	9	·	3.3	5	-0.2	11	7	·	2
O=C(Nc1c(-c2ccc3c(c2)OCO3)[nH][nH]c1=O)c1cccc(C(F)(F)F)c1	2	-3	-13	·	-2.6	-2	-0.1	9	-3	·	18
COc1ccc(NC(=S)SC)cc1OC	9	60*	6	9	1.4	-7	-0.1	26	-30	4	68*
COCCN(Cc1ccccc1)C(=O)c1cccc(S(=O)(=O)N2CCCc3ccccc32)c1	24	13	-8	·	-0.1	22	0.4	-4	0	1	7
CCOc1ccc(OCC(=O)N2CCN(S(=O)(=O)c3ccccc3)CC2)cc1	4	-16	-3	·	-1.9	-9	0.0	-1	1	·	-5
COC(=O)c1ccccc1NC(=S)N1CCN(c2ccccc2)CC1	11	-2	-23	0	-0.6	2	0.1	16	1	0	2
COCCCN1C(=O)C(CC(=O)NCC2CCCCC2)CC(C(=O)N2CCOCC2)=C1C (centres undefined)	7	-27	-41	·	1.0	-11	2.4	4	14	·	8
CN(Cc1ccc(Cl)s1)C(=O)CNC(=O)CNC(=O)c1ccc(Cl)cc1Cl	-4	18	-5	11	1.4	-3	0.3	5	-5	2	4
O=C(COc1cccc2ccccc12)N/N=C/C=C/c1ccccc1	0	-6	-15	7	3.3	21	0.2	-2	10	0	2
CCOC(=O)NCC(C)(C)CNC(=O)OCC	4	-2	-8	-7	1.6	-10	-0.4	8	9	-2	2
Cc1ccc(OCCn2c(=O)sc3ccccc32)cc1	-221	-4	-118	-94	-1.7	-97	-0.1	-258	-3	1	-19
COc1ccc(Cn2nnnc2CN2CCC(c3nc4ccccc4s3)CC2)cc1	10	-1	-3	15	-0.3	22	0.3	-2	-5	1	19
CCCn1c(SCC(=O)Nc2nnc(CC)s2)nnc1-c1ccco1	9	10	-19	-5	-1.5	2	0.2	9	8	0	0
COc1ccc(CCN(Cc2cccs2)S(=O)(=O)c2ccc(C(=O)O)cc2)cc1OC	11	8	24	-3	-0.2	-14	-0.1	11	3	1	3
CCCCc1nnc(NC(=O)c2cccc(S(=O)(=O)N3CCN(C)CC3)c2)s1	-9	8	-3	-2	-0.3	-54	-0.2	12	15	-3	3
O=C1C2C3C=CC(CC3)C2S(=O)(=O)C2C3C=CC(CC3)C12 (centres undefined)	1	-2	-5	·	-1.5	8	-0.1	5	0	·	-25
O=C(O)c1cc(-c2cccc([N+](=O)[O-])c2)n[nH]1	13	1	-4	2	-0.3	-12	0.0	16	3	3	-19
CCn1cc(C(=O)NCc2ccco2)c(=O)c2ccc(C)nc21	7	-4	5	-1	0.5	-2	0.1	5	3	-1	26
COc1ccccc1C(=O)Nc1cc2c(cc1C(=O)O)OCCCO2	10	-1	-31	3	0.5	-2	-0.2	16	2	-2	1
Cc1cc(C)c(NC(=O)COC(=O)/C=C/c2cccc(C(F)(F)F)c2)c(C)c1	8	-25	-2	5	-0.6	-42	-0.4	15	11	-1	-41
Cc1ccc(C(=O)Nc2cccc3ccccc23)cc1	-134	-1	-54	-38	1.0	-1	0.2	-167	-4	-2	-22
Cc1onc(-c2c(Cl)cccc2Cl)c1C(O)c1ccccc1 (centres undefined)	10	-4	7	1	-0.1	19	0.1	19	0	0	2
Cc1nn(-c2ccccc2)c(C)c1C(=O)OCC(=O)N(C)c1c(N)n(Cc2ccccc2)c(=O)[nH]c1=O	7	14	16	1	-0.5	-16	0.2	3	-12	0	6
O=C(NNC(=O)c1cc(-c2ccccc2)nc2ccccc12)Nc1cccc(Cl)c1	48	-25	14	2	-1.9	6	-0.1	-2	-9	0	39
CC(=O)O[C@@H]1C[C@@]2(C)[C@@H](CC[C@H]2[C@@H](C)/C=C\CC(C)C)C2=C[C@@H](O)[C@@]3(O)C[C@@H](O)[C@H](O)C[C@]3(CO)[C@]21O	28	-25	-24	·	-0.3	-1	0.1	0	0	·	16
CN(CCNC(=O)c1cc2c(=O)n(C)c3ccccc3c2n1C)Cc1ccccc1	3	-22	-22	-13	-0.7	-21	0.1	3	-2	0	-24
Brc1ccc(Cn2c(-c3ccc(Br)o3)nc3ccccc32)o1	-96	3	-42	-53	2.2	-51	0.4	-158	0	·	11
CCCCNc1nc2c(-c3ccccc3)nnn2c2ccccc12	8	-3	-5	15	-0.3	7	0.1	7	-3	0	-29
CS(=O)(=O)N(Cc1ccc(Cl)cc1)c1ccc(C(=O)NCCSc2ccccn2)cc1	31	14	28	9	0.7	15	0.0	21	13	2	12
O=S1(=O)c2c(F)cccc2OC(COCc2ccccc2)CN1C1CCCC1 (centres undefined)	10	12	-30	8	2.8	-8	1.1	17	-10	·	14
O=C(CNC(=O)Cc1ccc(Cl)cc1)NCC(=O)N1CCCCC1	11	10	-8	-3	2.6	-9	0.0	5	-9	1	-6
COc1ccccc1S(=O)(=O)N(C)C[C@@H]1Oc2cc(C#CCC(C)C)ccc2S(=O)(=O)N([C@H](C)CO)C[C@@H]1C	1	20	-8	·	-2.2	19	-0.2	-1	-1	·	20
O=C(NC1CC(=O)N(c2ccccc2)C1)C(=O)c1c[nH]c2ccccc12 (centres undefined)	-3	-11	-10	15	-0.3	-8	0.1	15	-11	3	9
COc1ccc(C2CC(C(F)(F)F)n3nc(C(=O)O)cc3N2)cc1 (centres undefined)	13	-18	-12	-2	3.4	11	-0.2	9	-1	0	-4
C=CCOc1ccc(/C=N/N2C(=O)C(CC(=O)Nc3ccc(F)cc3F)SC2=NC)cc1 (centres undefined)	-36	-14	20	-3	4.1	43	-0.2	-87	-8	4	-12
COc1ccc(Cl)cc1NC(=O)c1sc2nc(C)nc(N3CCOCC3)c2c1C	32	0	-17	24	-0.5	32	-0.4	7	-13	-2	-46
CCOc1ccc(C(=O)NCC(=O)OCc2ccc(F)cc2Cl)cc1	9	-2	25	-9	2.5	-29	-0.3	12	-3	-1	1
O=C(NC1CCCCC1)N(C1=NCCCCC1)c1ccc(Br)cc1	-84	-9	-32	-7	-0.8	-61	-0.1	-101	2	-1	-18
CCOC(=O)c1ccc(CC(=O)c2ccc(O)cc2O)o1	1	2	-25	49	9.3	-16	2.4	5	2	3	14
CCCS(=O)(=O)NC(=O)C1(C)CCCN(C(=O)c2ccco2)C1 (centres undefined)	8	-27	-15	·	3.1	2	-0.1	9	-5	·	7
CC(CCc1ccco1)N(C)S(=O)(=O)c1csc(C(N)=O)c1 (centres undefined)	15	7	-1	-9	0.3	3	0.0	15	0	-2	-12
CC1CCC(NC(=O)c2nn(C)c3c2CS(=O)(=O)c2ccccc2-3)CC1 (centres undefined)	-8	6	-3	12	-0.3	-27	-0.6	-3	5	1	7
COc1ccc(NC(=S)NCCCN2CCCC2)cc1Cl	10	14	-3	-4	0.0	7	-0.1	11	-8	-2	18
CC(O)C(O)C(O)C(O)/C=N/NC(=O)c1ccccc1 (centres undefined)	2	3	-94	-19	0.5	-3	-0.2	-1	18	1	-38
CCN(CC)C(=O)C(C)N(C#N)c1nc(Cl)nc(N(C)C)n1 (centres undefined)	11	8	-25	2	-0.6	5	0.1	7	8	-2	2

3 entries out of the list above, ordered by their value in TWEAK Fn14 block, lowest first.
Structure | Peg3 promoter | CF NFkB block | NR2E3 ag-1 | TRPM1 prom inh | Shn3 3UTR inh | aDG glyco act | HIF-2a block | NR2E3 ag-2 | TWEAK Fn14 block
CC(O)C(O)C(O)C(O)/C=N/NC(=O)c1ccccc1 (centres undefined) | 2 | 3 | -94 | -19 | -3 | -0.2 | -1 | 1 | -38
CC(CCc1ccco1)N(C)S(=O)(=O)c1csc(C(N)=O)c1 (centres undefined) | 15 | 7 | -1 | -9 | 3 | 0.0 | 15 | -2 | -12
CCCS(=O)(=O)NC(=O)C1(C)CCCN(C(=O)c2ccco2)C1 (centres undefined) | 8 | -27 | -15 | · | 2 | -0.1 | 9 | · | 7

Some of the entries so far, field by field:
SMILES: CC1CCC(NC(=O)c2nn(C)c3c2CS(=O)(=O)c2ccccc2-3)CC1 (centres undefined)
  Peg3 promoter: -8
  CF NFkB block: 6
  NR2E3 ag-1: -3
  TRPM1 prom inh: 12
  hiPSC survival: -0.3
  Shn3 3UTR inh: -27
  aDG glyco act: -0.6
  HIF-2a block: -3
  KKLEB cytotox: 5
  NR2E3 ag-2: 1
  TWEAK Fn14 block: 7

SMILES: COc1ccc(NC(=S)NCCCN2CCCC2)cc1Cl
  Peg3 promoter: 10
  CF NFkB block: 14
  NR2E3 ag-1: -3
  TRPM1 prom inh: -4
  hiPSC survival: 0.0
  Shn3 3UTR inh: 7
  aDG glyco act: -0.1
  HIF-2a block: 11
  KKLEB cytotox: -8
  NR2E3 ag-2: -2
  TWEAK Fn14 block: 18

SMILES: CC(O)C(O)C(O)C(O)/C=N/NC(=O)c1ccccc1 (centres undefined)
  Peg3 promoter: 2
  CF NFkB block: 3
  NR2E3 ag-1: -94
  TRPM1 prom inh: -19
  hiPSC survival: 0.5
  Shn3 3UTR inh: -3
  aDG glyco act: -0.2
  HIF-2a block: -1
  KKLEB cytotox: 18
  NR2E3 ag-2: 1
  TWEAK Fn14 block: -38

SMILES: CCN(CC)C(=O)C(C)N(C#N)c1nc(Cl)nc(N(C)C)n1 (centres undefined)
  Peg3 promoter: 11
  CF NFkB block: 8
  NR2E3 ag-1: -25
  TRPM1 prom inh: 2
  hiPSC survival: -0.6
  Shn3 3UTR inh: 5
  aDG glyco act: 0.1
  HIF-2a block: 7
  KKLEB cytotox: 8
  NR2E3 ag-2: -2
  TWEAK Fn14 block: 2

Source: PubChem (several laboratories)
